Pf gamet viab: late stage P. falciparum gametocyte viability inhibitors, primary screen, ATP luminescence, HTS; 150,000 tested, 0.065% active; inhibition, % at 10.9 µM; P. falciparum stage V gametocytes, 24 h;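 active = inhibition above the mean plus 3 SD of compounds within the control limits, set per campaign, cut at about 38% in these data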;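 note: 0% = DMSO wells and 100% = medium only without gametocytes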
An asterisk follows results filed as active. Only part of the results is shown (hit frequency here may not be typical).

`COc1ccc(OC)c(CN2CCN(S(=O)(=O)c3ccccc3)CC2)c1` gave Pf gamet viab 9.
`O=C(Nc1cccc2ccccc12)C1CCCC1` gave Pf gamet viab -20.
`O=C1CCN(CCc2ccccc2)CCN1[C@H](COc1ccccc1)Cc1ccccc1` gave Pf gamet viab 5.
O=[N+]([O-])c1ccc(N2CCN(c3ccccc3)CC2)cc1 was read as Pf gamet viab -11.
For O=C(Nc1ccccc1)c1nc[nH]c1C(=O)NCCNC(=O)c1[nH]cnc1C(=O)Nc1ccccc1 the results were Pf gamet viab 11.
Cc1cc(C)nc(OC(C(=O)O)C(OCCc2ccccc2)(c2ccc(F)cc2)c2ccc(F)cc2)n1 (centres undefined) was read as Pf gamet viab -17.
`CCc1ccc(S(=O)(=O)NCc2cccnc2)cc1` gave Pf gamet viab -1.
Clc1ccc(CCNc2ncnc3c2nnn3Cc2ccccc2)cc1 was read as Pf gamet viab 8.
Screening CC(=O)c1ccc(NC(=O)C(C)OC(=O)c2ccc(NS(=O)(=O)c3ccc4[nH]c(=O)[nH]c4c3)cc2)cc1 (centres undefined) returned Pf gamet viab -6.
Screening CC(C)c1cccc(OCCN2CCCC2)c1 returned Pf gamet viab 5.
Screening CCOC(=O)C1=C(C)N(C)C(=O)NC1c1cccc2ccccc12 (centres undefined) returned Pf gamet viab -36.
`CC(Nc1ncnc2ccccc12)c1ccccc1` (centres undefined) gave Pf gamet viab -7.
Cc1ccc(SCCN2CCC(O)CCC2=O)cc1 (centres undefined) was read as Pf gamet viab -43.
`CCc1ccc2[nH]c3nc(N/N=C/c4ccc(O)cc4O)nnc3c2c1` gave Pf gamet viab -36.
Screening CCCCN1CC(=O)N2[C@H]3c4ccc(OC)cc4OC[C@@H]3[C@H](C(=O)OCC)[C@]2(C)C1=O returned Pf gamet viab -31.
`CCOC(=O)N1CCN(C(=O)/C=C/c2ccc(C(C)(C)C)cc2)CC1` gave Pf gamet viab 18.
Cc1cccc(NC(=O)N2C3CCCC2CC(NC(=O)C(C)(C)C)C3)c1 (centres undefined) was read as Pf gamet viab -19.
`Cc1ccccc1NS(=O)(=O)c1cccc(C(=O)Nc2cccc(C(=O)O)c2)c1` gave Pf gamet viab -8.
Screening COc1cc2sc(-c3ccc(S(C)(=O)=O)cc3)c(C#CCO)c2cc1OC returned Pf gamet viab -6.
For COc1ccc2noc3c2c1C(=O)c1ccccc1-3 the results were Pf gamet viab -2.
Screening CN(C)C(=O)CSc1ncccc1-c1nc2ccccc2[nH]1 returned Pf gamet viab 1.
For Cc1ccccc1C(=O)NC1CCN(CC(=O)Nc2ccc(N(C)C)cc2)CC1 the results were Pf gamet viab 6.
Screening Cc1cc(Cl)cc(C)c1OCCOCCNCc1ccccc1 returned Pf gamet viab -7.
Screening COc1ccc(OC)c(-c2cc(C(=O)N/N=C/c3cc(OC)c(OC)cc3OC)c3ccccc3n2)c1 returned Pf gamet viab -9.
For Cc1ccccc1-c1nc2sc(C)c(C)c2c(=O)o1 the results were Pf gamet viab 14.
For Nc1ccc(-c2nnn(Cc3ccccc3F)n2)cc1 the results were Pf gamet viab 3.
Screening CCCNC(=O)C1CC(=O)N(c2ccc(OCc3ccc(F)cc3)cc2)C1 (centres undefined) returned Pf gamet viab -32.
`CC(C)(C)c1ccc(C(=O)NN=C2CCCC2)cc1` gave Pf gamet viab 8.
Screening O=C(Nc1ccc(S(=O)(=O)Nc2nccs2)cc1)C(F)(F)F returned Pf gamet viab 4.
For O=C(NCc1cccc2ccccc12)c1cccs1 the results were Pf gamet viab 11.
For O=C(O)c1cccc(NC(=O)c2ccccc2)c1 the results were Pf gamet viab -4.
COc1ccc(-c2cccc(-c3nc4ccc(Cl)cn4c3NC3CCCCC3)c2)cc1 was read as Pf gamet viab -36.
COc1ccc(-n2nnc3c(SCC(=O)N4CCCc5ccccc54)ncnc32)cc1 was read as Pf gamet viab 6.
For O=C1CCC[C@@H]2C[C@@]3(C[C@@H]4CCN1[C@H]24)Nc1cc(Cl)ccc1NC3=NC1CCCCC1 the results were Pf gamet viab 19.
CC(=O)c1c(-c2ccccc2)[nH]c2ccccc12 was read as Pf gamet viab -32.
Cc1ccc(C(=O)N2CCN(c3ccccn3)CC2)cc1C was read as Pf gamet viab -10.
For NC(=NCCc1ccccc1)c1cccc([N+](=O)[O-])c1 the results were Pf gamet viab 2.
Screening Cc1ccc(OCC(O)CN2CCOCC2)cc1C (centres undefined) returned Pf gamet viab -18.
Screening OCCN(CCCn1c(C(F)(F)F)nc2ccccc21)c1nc(CN2CCCCC2)cs1 returned Pf gamet viab 7.
For C[C@@H]1CN([C@H](C)CO)C(=O)c2cc(NC(=O)Nc3ccc(C(F)(F)F)cc3)ccc2O[C@H]1CN(C)C(=O)Nc1ccc(F)cc1 the results were Pf gamet viab 26.
COc1ccc(-c2oc3ccc(N4CCOCC4)cc3c2/C=C/c2ccc(OC)c(OC)c2)cc1 was read as Pf gamet viab -8.
Cc1ccc(C)c(N(CC(=O)N2CCCCCC2)S(C)(=O)=O)c1 was read as Pf gamet viab -7.
O=C1OC(CCl)CN1Cc1ccc([N+](=O)[O-])cc1 (centres undefined) was read as Pf gamet viab -8.
c1ccc(Nc2nc(Nc3ccccc3)nc(N3CCNCC3)n2)cc1 was read as Pf gamet viab -1.
`Cc1cc(C)cc(C(=O)NC(CC(N)=O)c2ccc(N3CCN(C)CC3)c([N+](=O)[O-])c2)c1` (centres undefined) gave Pf gamet viab -13.
CCc1nc(C)cn1S(=O)(=O)c1ccc(Br)cc1 was read as Pf gamet viab 18.
`O=C(c1nc[nH]c1C(=O)N1CCc2ccccc2C1)N1CCc2ccccc2C1` gave Pf gamet viab 8.
`COc1ccc(CCNC(=O)C2CCN(S(=O)(=O)c3ccc(C)cc3)CC2)cc1OC` gave Pf gamet viab 9.
For Cc1ccc(C(=O)Nc2cccc3cccnc23)cc1Br the results were Pf gamet viab -4.
`O=C(Oc1nsnc1N1CCOCC1)N1CCCCC1` gave Pf gamet viab -14.
For Cc1ccc(S(=O)(=O)N2CCN(C(=O)CCC(=O)N3CCc4ccccc43)CC2)cc1 the results were Pf gamet viab -13.
`O=C(CSCc1c(F)cccc1F)Nc1ccccc1` gave Pf gamet viab -9.
`CC1(C)CC(=O)C=C(c2ccc(-c3ccccc3)cc2)C1` gave Pf gamet viab 4.
For CCCCC(=O)OCc1c(-c2ccccc2)ncc2ccccc12 the results were Pf gamet viab -15.
COCCCNC(=S)N(CCN(C)C)Cc1cc2cc3c(cc2[nH]c1=O)OCCO3 was read as Pf gamet viab -20.
Screening Cc1cc(C)nc(-n2nc(C)cc2NC(=O)c2cc3ccccc3oc2=O)n1 returned Pf gamet viab 11.
`Cc1ccc(S(=O)(=O)N2CCCC2C(=O)NCc2ccccc2F)cc1` (centres undefined) gave Pf gamet viab -22.
Screening C[C@H](CO)N1C[C@H](C)[C@@H](CN(C)Cc2ccc(-c3ccccc3)cc2)Oc2c(NC(=O)Nc3ccc4c(c3)OCO4)cccc2C1=O returned Pf gamet viab 3.
Screening O=C1/C(=C\c2c(NCCOCCO)nc3ccccn3c2=O)SC(=S)N1Cc1ccco1 returned Pf gamet viab -1.
Screening CC(C)(C)SCCNC(=O)c1ccc(Cl)c(S(=O)(=O)N2CCOCC2)c1 returned Pf gamet viab -2.
COc1ccc(NC(=O)c2cc(-c3ccccc3)on2)cc1OC was read as Pf gamet viab -10.
Screening Cc1noc(C)c1NC(=O)Nc1ccc2c(c1)C(=O)N([C@H](C)CO)C[C@H](C)[C@H](CN(C)C)O2 returned Pf gamet viab -30.
`Cc1cccc(NC(=O)c2c(O)c3ccccc3n(C)c2=O)c1` gave Pf gamet viab -25.
`CCNS(=O)(=O)c1ccc(CCC(=O)NCc2ccncc2)cc1` gave Pf gamet viab 9.
`COc1ccc(COc2cccc(C=O)c2)cc1` gave Pf gamet viab 18.
Screening COCCNC(=O)c1csc(Nc2cccc3ccccc23)n1 returned Pf gamet viab 0.
COC(=O)Cn1c(C)c(/C=C/c2cc[n+](C)cc2)c2ccccc21 was read as Pf gamet viab 20.
For CCC(C)(O)c1[nH]c2ccc(C(=O)OC)cc2c1C (centres undefined) the results were Pf gamet viab 1.
Cc1cc(S(=O)(=O)N2CCc3ccccc3C2)ccc1F was read as Pf gamet viab 14.
`Cc1ccc(C(C)NC(=O)c2cccnc2)cc1` (centres undefined) gave Pf gamet viab 11.
COc1cc(NC(=O)N2c3ccccc3Sc3ccccc32)c(C(=O)O)cc1OC was read as Pf gamet viab -26.
For CCCOC(=O)C1NC(=O)N2C(C(=O)OCCC)C(C)(C)S[C@H]12 (some centres undefined) the results were Pf gamet viab -3.

Reprinted at random: two compounds from above
CC(=O)c1c(-c2ccccc2)[nH]c2ccccc12 was read as Pf gamet viab -32.
COC(=O)Cn1c(C)c(/C=C/c2cc[n+](C)cc2)c2ccccc21 was read as Pf gamet viab 20.

Back to the main list with the seven entries that preceded the break.
Screening COCCNC(=O)c1csc(Nc2cccc3ccccc23)n1 returned Pf gamet viab 0.
COC(=O)Cn1c(C)c(/C=C/c2cc[n+](C)cc2)c2ccccc21 was read as Pf gamet viab 20.
For CCC(C)(O)c1[nH]c2ccc(C(=O)OC)cc2c1C (centres undefined) the results were Pf gamet viab 1.
Cc1cc(S(=O)(=O)N2CCc3ccccc3C2)ccc1F was read as Pf gamet viab 14.
`Cc1ccc(C(C)NC(=O)c2cccnc2)cc1` (centres undefined) gave Pf gamet viab 11.
COc1cc(NC(=O)N2c3ccccc3Sc3ccccc32)c(C(=O)O)cc1OC was read as Pf gamet viab -26.
For CCCOC(=O)C1NC(=O)N2C(C(=O)OCCC)C(C)(C)S[C@H]12 (some centres undefined) the results were Pf gamet viab -3.
`Cc1ccc(NC(=O)c2ccc3c(c2)OCO3)cc1Cl` gave Pf gamet viab -15.
`O=S(=O)(c1c(F)cccc1F)C1CCN(S(=O)(=O)c2ccc3c(c2)OCCO3)CC1` gave Pf gamet viab -8.
For COC(=O)N1[C@H](C)C=C[C@]1(Cc1ccccc1)C(=O)OC the results were Pf gamet viab 0.
Screening COc1ccc(CN2CCc3c([nH]c4ccccc34)C2)c(OC)c1C returned Pf gamet viab -7.
COc1ccc(OC)c(C(O)c2nc3ccccc3n2C)c1 (centres undefined) was read as Pf gamet viab 25.
For COc1cccc(-c2cc(C(=O)NC3CCCC3)c3ccccc3n2)c1 the results were Pf gamet viab -16.
`CCCCC(=O)Nc1ccc(NC(=O)c2ccco2)cn1` gave Pf gamet viab 1.
Screening Cc1ccc(SCCSc2nc(C)cc(=O)[nH]2)cc1 returned Pf gamet viab -2.
Cn1c(=O)n(CC(N)=O)c(=O)c2c1nc(Br)n2Cc1ccccc1 was read as Pf gamet viab -4.
For Cc1ccc(C(C)C)c(OCC(=O)NN2C(=O)c3ccccc3C2=O)c1 the results were Pf gamet viab 12.
For COc1cc(C(=O)N2CCN(CCCc3ccccc3)CC2)cc(OC)c1OC the results were Pf gamet viab 21.
CC1=NN(C(=O)c2ccccc2F)C(O)(c2ccc(Cl)cc2)C1 (centres undefined) was read as Pf gamet viab 0.

Grouped by structure: the compounds so far containing a COOH group
Cc1cc(C)nc(OC(C(=O)O)C(OCCc2ccccc2)(c2ccc(F)cc2)c2ccc(F)cc2)n1 (centres undefined) was read as Pf gamet viab -17.
`Cc1ccccc1NS(=O)(=O)c1cccc(C(=O)Nc2cccc(C(=O)O)c2)c1` gave Pf gamet viab -8.
For O=C(O)c1cccc(NC(=O)c2ccccc2)c1 the results were Pf gamet viab -4.
COc1cc(NC(=O)N2c3ccccc3Sc3ccccc32)c(C(=O)O)cc1OC was read as Pf gamet viab -26.

Next entries follow.
`C[C@@H](NC(=O)c1nc[nH]c1C(=O)N1CCN(C(=O)OC(C)(C)C)CC1)c1ccccc1` gave Pf gamet viab 6.
Screening O=C(O)C1=CC[C@@H](c2ccc(Cl)cc2)N(S(=O)(=O)c2ccc(Cl)cc2)[C@H]1c1cccc(Cl)c1 returned Pf gamet viab 15.
`COc1cccc(-c2cc(C(=O)NCc3ccco3)c3ccccc3n2)c1` gave Pf gamet viab -7.
Screening CCCNC(=O)C(Cc1cccc(Cl)c1)NC(=O)c1ccc(C#N)cc1 (centres undefined) returned Pf gamet viab 12.
`CC(Nc1nc(-c2ccc(Cl)cc2)cs1)c1nc2cc(Cl)c(N3CCCCC3)cc2n1CCOCCO` (centres undefined) gave Pf gamet viab -12.
For CCN(CC)c1ccc(/C=N/N2CCN(c3ccccc3OC)CC2)cc1 the results were Pf gamet viab -11.
For COc1cccc(OCCNCc2ccccc2)c1 the results were Pf gamet viab 4.
For O=C(NNS(=O)(=O)c1ccccc1)c1ccc([N+](=O)[O-])cc1 the results were Pf gamet viab 22.
For O=C(O)Cn1c(-c2ccccc2)cc2ccccc21 the results were Pf gamet viab 2.
Screening Cc1cccc2nc(Cn3c(=O)n(CCC(=O)NCc4ccco4)c(=O)c4ccccc43)cc(=O)n12 returned Pf gamet viab 21.
`COc1ccc2oc(=N)c(C(=O)Nc3ccc(C)cc3)cc2c1` gave Pf gamet viab -8.
`O=C1CCC[C@@H]2Cc3nc4ccc(Cl)cc4cc3[C@@H]3CCN1[C@H]23` gave Pf gamet viab -14.
N/C(=N\OC(=O)c1ccc(Cl)cc1[N+](=O)[O-])c1ccccn1 was read as Pf gamet viab 19.
`O=[N+]([O-])c1cccc(CN2C[C@@]34C=C[C@@H](C[C@@H]3S2(=O)=O)O4)c1` gave Pf gamet viab -25.
Screening Cc1[nH][nH]c(=O)c1C(c1ccc(Cl)cc1)c1c(C)[nH][nH]c1=O returned Pf gamet viab -9.
O=C1c2ccc(Cl)cc2S(=O)(=O)c2cccc(C(=O)N3CCC(Cc4ccccc4)CC3)c21 was read as Pf gamet viab -19.
